# SV40 large T antigen: TAg ATPase/helicase activity blockers – biochemical (AID 1903); one-dose inhibition, % at 20 µM; IC50 in µM for titrated hits; SV40 large T antigen ATPase/helicase inhibition assay; higher % means a stronger effect; 310,000 tested, 0.39% active; in the data active = a potency from the dose series; inconclusive = inhibition mostly from about 32% at the one dose, without a potency; inactive = the rest, 99 in 100 with inhibition below about 32%; also: strong numbers were not always called active
# MgcRacGAP inhibition: MgcRacGAP GTPase-activating activity inhibitors, confirmation, biochemical, ADP Hunter fluorescence | MgcRacGAP-stimulated Rac1 GTP hydrolysis, ADP Hunter fluorescence; higher % means a stronger effect; GST-tagged Rac1 F28L mutant substrate | inhibition, % at 30 µM, or IC50 in µM where a hit was titrated | 340,000 tested, 0.6% active;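 active = first-screen hits whose inhibition reached a set limit at any dose in the follow-up dose series; inconclusive = inhibition above the set first-screen limit but never retested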;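 also: fluorescence reports GDP produced by GAP-driven GTP hydrolysis; strong numbers were not always called active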
# K1F lysis inhibition: inhibition of K1F phage lysis, E. coli UTI89, bacterial capsule biogenesis inhibitors, alamar blue (AID 488966); inhibition, % at 100 µM; hits with a dose series show IC50 in µM; E. coli UTI89 K1F phage lysis, alamar blue, 2 h; higher % means a stronger effect; 340,000 tested, 0.02% active;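 active = phage lysis inhibition, versus mean bacterial control, above a set limit; inconclusive = no clear call, values can overlap the other calls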;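 also: capsule biogenesis inhibitors block K1F phage lysis so surviving cells raise fluorescence; higher fluorescence means more inhibition of phage lysis; actives were called in the ten point dose series up to 300 µM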
# Myeloid diff MLP: promotes myeloid progenitor differentiation; ER-HoxA9 myeloid progenitors, lysozyme-GFP differentiation, flow cytometry; 360,000 tested, 1% active; AID 624256; calls only at 10 µM;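 active = normalized GFP-positive differentiation at or above the plate's own cutoff, the solvent-only control mean plus 3 SD; inconclusive = no clear call, values can overlap the other calls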;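 also: cells exposed to compound for four days before flow analysis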
# RSV CPE inhibition: inhibition of RSV-induced cytopathic effect – HEp-2 cells, primary 10 µM value included (AID 2391); HEp-2 cells, RSV-induced CPE inhibition; higher % means a stronger effect; CPE inhibition, % at 10 µM; hits with a dose series show IC50 in µM; 310,000 tested, 0.13% active; in the data active = a potency from the dose series; inconclusive = CPE inhibition mostly from about 23% at the one dose, without a potency; inactive = the rest, 99 in 100 with CPE inhibition below about 21%; also: strong numbers were not always called active
# TNAP activators: stimulation of alkaline phosphatase TNAP activity – biochemical, luminescent, no phosphate acceptor, uHTS, primary screen (AID 1001); 200,000 tested, 0.03% active; one-dose activation fold at 20 µM; EC50 in µM for titrated hits; purified TNAP, luminescent activation assay, no phosphate acceptor; higher activation fold means a stronger effect; in the data active = activation fold from about 3, or a potency from the dose series; inactive = the rest, 99 in 100 with activation fold below about 1.6; also: many of its hits are not listed in these tables
# T cell modulator: T cell immune modulation candidate | 330,000 tested, 0.068% active | 2C CD8+ T cell-vesicle binding, flow cytometry; stronger effect = lower value | AID 2052 | calls only at 7 µM;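 active = response, share of CD8 T cells binding vesicles, and their 90th percentile fluorescence all below set limits, cut at about 80% in these data, passing the limit was not always enough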
#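 Also added: QL9-peptide-loaded Drosophila micro-vesicles bearing Ld, ICAM-1 and B7-1; Test system: purified 2C TCR transgenic mouse naive CD8+ T cells; Measured by: cytometric PE anti-B7-1 and Alexa647 anti-CD8 signals after 1% paraformaldehyde fixation; Timing: binding step 1.5 h, 37 °C, antibody labelling 20 min, ice.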
# PhoP inhibition: PhoP-dependent GFP reporter repression – Salmonella Typhimurium, primary screen (AID 1863) | one-dose inhibition, % at 50 µM; IC50 in µM for titrated hits | S. Typhimurium PhoP-regulated promoter GFP reporter, 4 h; higher % means a stronger effect | 300,000 tested, 0.16% active;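 active = inhibition over 29.93%, a cutoff 3 SD above the screen mean, later confirmed by dose response; inconclusive = inhibition over 29.93% but no dose response follow-up; inactive = inhibition at most 29.93% or unconfirmed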;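 also: 0% = low Mg2+ inducing control and 100% = high Mg2+ repressing control; strong numbers were not always called active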
# NTR1 ag: agonists of NTR1, primary screen, imaging, U2OS cells, beta-arrestin-GFP, high content (AID 493036); NTR1-U2OS beta-arrestin-GFP spot imaging, agonist mode; 330,000 tested, 0.17% active; activation, % at 20 µM; P30989;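 active = activation at or above 40% of the spot to cytoplasm intensity ratio, with at least 20 cells analyzed; inconclusive = wells under 20 cells, flagged as cytotoxic or low count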;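 also: 0% = DMSO without peptide and 100% = 100 nM NTR1 peptide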
# Target sequence (P30989 whole entry, looked up): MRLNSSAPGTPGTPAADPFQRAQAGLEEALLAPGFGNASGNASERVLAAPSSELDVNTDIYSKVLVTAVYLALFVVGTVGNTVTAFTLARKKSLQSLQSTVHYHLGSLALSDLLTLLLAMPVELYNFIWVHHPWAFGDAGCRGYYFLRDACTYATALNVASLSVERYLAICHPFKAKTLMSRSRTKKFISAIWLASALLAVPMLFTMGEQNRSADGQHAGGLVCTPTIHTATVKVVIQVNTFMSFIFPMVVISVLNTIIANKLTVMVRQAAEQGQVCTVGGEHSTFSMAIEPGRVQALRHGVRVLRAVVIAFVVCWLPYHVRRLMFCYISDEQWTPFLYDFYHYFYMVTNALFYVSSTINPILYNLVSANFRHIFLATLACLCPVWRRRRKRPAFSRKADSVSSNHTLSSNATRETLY
# T cell modulator vesicle-bound %: second read-out of T cell modulator, no call of its own (marks repeat the call); double positive events, %; measured here: CD8+ vesicle-bound cell fraction;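 binding gate set so that unloaded-vesicle control wells show 10% double positive cells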
# NTR1 ag cell count 20 µM: second read-out of NTR1 ag, no call of its own (marks repeat the call); cell count; measured here: cell count, cytotoxicity flag
# Myeloid diff MLP GFP+ MAC1+ %: also measured in Myeloid diff MLP; calls as there; GFP+ MAC1+ double positive, %; measured here: differentiation confirmed by MAC1 staining
# Numbers without * were called inactive; i = inactive; ? = inconclusive; . = no result given; + = active, no number; [ ] = dose if it differs, or a comment.
SMILES,SV40 large T antigen,MgcRacGAP inhibition,K1F lysis inhibition,Myeloid diff MLP,Myeloid diff MLP GFP+ MAC1+ %,RSV CPE inhibition,TNAP activators,T cell modulator,T cell modulator vesicle-bound %,PhoP inhibition,NTR1 ag,NTR1 ag cell count 20 µM
CCOC(=O)N1CCN(Cc2ccc(F)cc2F)CC1,8.3%,7.8%,-0.4%,i,8.8,-0.1%,1,i,18.9,7.2%,-0.3,57
O=C(C1CCCO1)N1CCN(C(=S)Nc2ccc(F)c(Cl)c2)CC1 (centres undefined),2.6%,3.0%,0.3%,i,0.1,5.6%,1.1,i,38.9,0.0%,2.5,56
Cc1ccc(Nc2cc(C)nc3c(C)cccc23)cc1,7.3%,16.8%,0.1%,i,0.1,?,.,i,39.0,3.4%,3.8,58
O=C(/C=C/c1cccc([N+](=O)[O-])c1)Nc1ccc(Cl)cn1,-2.2%,7.8%,0.2%,i,0.3,3.7%,0.9,i,59.7,-0.2%,-1.7,84
CCOC(=O)Cc1csc(Nc2c(C)n(C)n(-c3ccccc3)c2=O)n1,-4.1%,-2.2%,3.9%,i,1.2,3.2%,1.1,.,.,20.2%,0.3,43
c1ccc2c(c1)NCC1CCCN21 (centres undefined),16.5%,23.6%,-0.2%,+,0.5*,1.7%,.,i,62.2,-2.0%,0.0,88
COc1ccc(Cn2c(-c3ccccc3)nc3c(c(=O)c4ccccc4n3C)c2=O)cc1,6.7%,3.9%,0.9%,i,1.1,8.4%,0.9,i,44.6,-17.8%,12.9,33
CC(=O)Nc1ccc(S(=O)(=O)NNC(=O)c2cccc(Br)c2)cc1,5.7%,5.3%,-0.3%,i,0.5,0.1%,1,i,53.6,-6.6%,1.1,51
O=C1c2ccccc2C(=O)N1CCCC(=O)N1CCc2ccccc21,5.2%,3.7%,-1.7%[50 µM],i,0.5,0.1%,1.1,i,32.4,-5.1%,0.0,65
COc1cccc(CNC(=O)CCNC(=O)c2ccco2)c1,3.0%,6.0%,1.3%[50 µM],i,0.5,-0.9%,.,i,46.5,9.7%,-1.4,93
COc1ccc(C(=O)Nc2nnc(C(F)(F)F)s2)cc1,1.2%,-0.2%,4.0%,i,1.0,21.6%,1.1,i,51.7,-5.3%,-1.9,82
O=C(Nc1ccc(F)cc1)C1CC(=O)n2cnnc2N1 (centres undefined),5.0%,0.9%,0.0%,i,0.4,2.1%,1.1,i,36.9,7.8%,-1.1,63
CCCC(=O)N1CCC(O)(c2cccc(F)c2)CC1,4.8%,0.1%,0.5%,i,0.3,0.7%,1.1,i,34.2,5.5%,1.5,62
COc1ccc(NC(=O)c2cccc(S(=O)(=O)N3CCc4ccccc43)c2)cn1,7.0%,-3.1%,-0.2%,i,0.8,-0.5%,1,i,9.9,-0.9%,5.4,58
O=[N+]([O-])c1cc(Cl)cc(/C=N/NC(=S)Nc2cc(S(=O)(=O)N3CCOCC3)ccc2Cl)c1O,21.0%,10.0%,-0.3%,i,0.2,11.7%,.,i,9.6,-0.8%,3.5,69
O/N=C/c1ccnc(SCc2ccccc2)n1,19.4%,8.8%,0.9%,i,0.8,1.4%,.,i,17.3,-7.7%,0.0,56
CN(C(=O)Nc1ccccc1)C1CCS(=O)(=O)C1 (centres undefined),12.8%,-9.0%,0.8%,i,0.9,1.9%,1,i,52.9,4.6%,0.3,54
CCC(=O)N1CCN(c2ccccc2NC(=O)c2ccc(-c3cccc([N+](=O)[O-])c3)o2)CC1,4.4%,6.3%,-0.1%,i,0.7,5.1%,0.9,i,61.9,4.7%,9.9,92
CN1CCN(NC(=S)NC(C)(C)CC(C)(C)C)CC1,11.3%,6.1%,-0.5%,i,0.4,-2.5%,1,i,22.2,-11.5%,-0.4,45
COc1cc(C(=O)Nc2cc(Cl)ccc2-n2cncn2)ccc1OC(F)F,17.3%,5.0%,1.4%[50 µM],i,0.6,0.7%,.,i,45.4,6.8%,-1.0,63
O=C(NCc1ccccc1)c1cccc(COc2ccc(Cl)cc2)c1,12.4%,7.8%,1.1%,i,0.6,0.6%,1,i,24.8,5.5%,-3.7,95
C[C@H]1CCC(=O)N([C@H](CN=[N+]=[N-])Cc2ccccc2)CC1,1.2%,6.4%,0.4%,i,2.2,-1.3%,.,i,38.8,5.5%,5.1,86
N#Cc1cnc(SCC(=O)c2ccccc2)nc1N,7.0%,9.5%,0.7%,i,1.7,-0.8%,1.1,i,10.2,-2.3%,-2.9,66
O=C(COC(=O)c1cc(=O)c2ccccc2o1)Nc1cc(Cl)ccc1Cl,.,3.8%,1.2%[50 µM],i,1.2,0.7%,.,i,30.4,.,0.9,67
CN1CCc2nc3ccccc3c(C(=O)OCC(=O)N(CCC#N)c3ccccc3)c2C1,10.1%,3.8%,-0.4%,i,0.2,-0.6%,1.1,i,20.4,2.4%,1.5,56
CC1=NN(CCc2ccccn2)C(=O)CC1,18.4%,5.4%,0.7%,i,0.3,.,.,i,58.5,.,-0.6,42
OCCN(CCO)c1ncnc2c1sc1nc(N3CCOCC3)c3c(c12)CCCC3,0.6%,10.5%,-0.4%,i,0.4,1.4%,1,i,30.3,4.8%,19.3,63
CC(OC(=O)c1ccc(O)cc1)C(=O)Nc1nc(-c2ccccc2)cs1 (centres undefined),.,9.1%,0.8%[50 µM],i,0.3,2.5%,.,i,20.8,.,7.0,67
CCOc1ccccc1NC(=O)C(OC(=O)c1ccc(NC(=O)CC#N)cc1)c1ccccc1 (centres undefined),5.0%,6.0%,-0.1%[50 µM],+,1.9*,5.6%,.,i,34.3,2.5%,2.0,64
C=CCc1ccc(OCCOc2ccc(/C=N/n3cnnc3)cc2OCC)c(OC)c1,15.9%,3.8%,0.6%,i,0.9,0.5%,1,i,18.7,-13.9%,1.2,44

# 8 entries from above, with values under each structure.
# Order of results – SV40 large T antigen, MgcRacGAP inhibition, K1F lysis inhibition, Myeloid diff MLP, Myeloid diff MLP GFP+ MAC1+ %, RSV CPE inhibition, TNAP activators, T cell modulator, T cell modulator vesicle-bound %, PhoP inhibition, NTR1 ag, NTR1 ag cell count 20 µM
O/N=C/c1ccnc(SCc2ccccc2)n1
 : 19.4%, 8.8%, 0.9%, i, 0.8, 1.4%, ., i, 17.3, -7.7%, 0.0, 56
CN(C(=O)Nc1ccccc1)C1CCS(=O)(=O)C1 (centres undefined)
 : 12.8%, -9.0%, 0.8%, i, 0.9, 1.9%, 1, i, 52.9, 4.6%, 0.3, 54
CCC(=O)N1CCN(c2ccccc2NC(=O)c2ccc(-c3cccc([N+](=O)[O-])c3)o2)CC1
 : 4.4%, 6.3%, -0.1%, i, 0.7, 5.1%, 0.9, i, 61.9, 4.7%, 9.9, 92
CN1CCN(NC(=S)NC(C)(C)CC(C)(C)C)CC1
 : 11.3%, 6.1%, -0.5%, i, 0.4, -2.5%, 1, i, 22.2, -11.5%, -0.4, 45
COc1cc(C(=O)Nc2cc(Cl)ccc2-n2cncn2)ccc1OC(F)F
 : 17.3%, 5.0%, 1.4%[50 µM], i, 0.6, 0.7%, ., i, 45.4, 6.8%, -1.0, 63
O=C(NCc1ccccc1)c1cccc(COc2ccc(Cl)cc2)c1
 : 12.4%, 7.8%, 1.1%, i, 0.6, 0.6%, 1, i, 24.8, 5.5%, -3.7, 95
C[C@H]1CCC(=O)N([C@H](CN=[N+]=[N-])Cc2ccccc2)CC1
 : 1.2%, 6.4%, 0.4%, i, 2.2, -1.3%, ., i, 38.8, 5.5%, 5.1, 86
N#Cc1cnc(SCC(=O)c2ccccc2)nc1N
 : 7.0%, 9.5%, 0.7%, i, 1.7, -0.8%, 1.1, i, 10.2, -2.3%, -2.9, 66

# Next records.
SMILES,SV40 large T antigen,MgcRacGAP inhibition,K1F lysis inhibition,Myeloid diff MLP,Myeloid diff MLP GFP+ MAC1+ %,RSV CPE inhibition,TNAP activators,T cell modulator,T cell modulator vesicle-bound %,PhoP inhibition,NTR1 ag,NTR1 ag cell count 20 µM
COc1cc(/C=C2/NC(=O)NC2=O)ccc1OCC(=O)Nc1ccc(F)cc1,3.9%,9.3%,1.2%[50 µM],i,9.9,-0.7%,.,i,58.3,16.3%,-0.6,43
CN(C)Cc1ccc(-c2nc3cccc4c3n2CCNC4=O)cc1,17.3%,8.4%,0.7%,i,0.3,2.0%,.,i,37.0,-3.5%,-2.8,90
C(=C\c1ccccc1)/C=N/Nc1ccc2nncn2n1,11.8%,.,.,.,.,.,.,i,51.8,-1.1%,1.2,60
CCCCc1nnc(SCC(=O)NC2CCCCC2)n1C,0.9%,3.5%,-0.2%,.,.,0.8%,.,i,57.9,-0.6%,0.4,49
COc1cccc(/C=N/NC(=O)CCc2c(C)n[nH]c2C)c1O,2.3%,6.2%,1.8%[50 µM],i,0.3,1.5%,.,i,33.3,-4.8%,1.1,43
CC[C@]12c3[nH]c4ccc(OC)cc4c3CCN1C(=O)C(CC(=O)NC/C=C(\C)CCC=C(C)C)C[C@@H]2C(=O)N1CCN(C(=O)c2ccco2)CC1 (some centres undefined),.,3.8%,0.2%,i,0.3,.,.,.,.,.,1.8,58
Clc1cccc(-c2ccnc3nc(-n4cccc4)nn23)c1,2.3%,16.2%,-0.3%,i,2.3,3.7%,1,i,1.3,-13.2%,2.2,60
CCc1ccccc1Nc1nc(N)nc(COC(=O)CCS(=O)(=O)c2ccccc2)n1,2.3%,8.5%,0.3%[50 µM],i,0.9,-1.3%,.,i,47.2,6.5%,0.3,62
COc1ccc(Cn2cccc(NC(=O)Nc3cccc(C#N)c3)c2=O)cc1,2.2%,3.0%,0.4%,i,0.8,18.9%,1.1,i,62.8,3.4%,-1.7,74

# Source: PubChem (several laboratories)
